From PubChem
aSyn UTR inh = MLPCN primary screen, SNCA 5' untranslated region; alpha-synuclein 5'UTR reporter, inhibitor activity; 300,000 tested, 0.82% active; inhibition, % (tested at 7.5 µM); in the data active = inhibition above about 60%; inconclusive = no clear call, values can overlap the other calls;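 note: H4 neuroglioblastoma cells stably carrying SNCA 5'UTR luciferase fusion; 0% = DMSO wells and 100% = positive control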
AI-2 QS modul = modulates the Vibrio harveyi AI-2 quorum sensing system; Vibrio harveyi JMH597 AI-2 luminescence/OD600 ratio, 9 h; hits give low values; strain lacks LuxN and CqsS sensors; 0 = neutral-control median; activity change, % at 7.5 µM; 300,000 tested, 0.4% active; AID 2094; in the data active = activity change below about -75%, passing the limit was not always enough; inconclusive = no clear call, values can overlap the other calls;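 note: luminescence divided by OD600 gain over 9 h not by final OD600 alone; inactives centre near 13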
HSP90 refold inh = inhibitors of HSP90 luciferase refolding in rabbit reticulocyte lysate; 290,000 tested, 0.91% active; inhibition, % at 5.6 µM; AID 1789; luciferase refolding luminescence, 3 h;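 active = inhibition above the screen-wide mean plus 3 SD, computed separately per campaign, cut at about 16% in these data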;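 note: 0% = DMSO wells and 100% = 60 µM geldanamycin wells; inhibitors lower the luminescence because luciferase stays unfolded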
HSF1 inhib = HSF1 inhibition; NIH3T3-HGL HSE-luciferase, MG132-induced, luminescence 8 h; hits give low values; activity change, negative = inhibition, % at 7.5 µM (by protocol); 300,000 tested, 0.77% active; AID 2098;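 active = more than half of replicate wells show activity change below -50%, luminescence cut by over half; inconclusive = some wells, but at most half, below -50%; inactive = no replicate well below -50%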;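 note: luciferase reports HSF-1 transcriptional activity via heat shock element; 0% = median of DMSO wells and -100% = zero luminescence signal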
PolyA inhibitor = yeast polyadenylation inhibition; S. cerevisiae SKY197-pL101 polyadenylation reporter, beta-gal luminescence; efflux-impaired pdr1/pdr3 knockout yeast; score 100 = 6 SD above DMSO; calls only at 12 µM; 300,000 tested, 0.02% active; AID 1875;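 active = lowest replicate activity score at least 50, where 100 means six control SD above control mean; inconclusive = lowest score under 50 but half or more replicates reach 50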;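 note: yeast exposed to compound for 9 h at 30 °C; higher score means more reporter readthrough which indicates perturbed polyadenylation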
HSF-1 act = increases HSF-1 driven luciferase reporter signal; NIH3T3-HGL HSF-1 luciferase reporter, MG132, 8 h; 100% = twice DMSO control signal; activation, % at 9 µM; 300,000 tested, 1.7% active;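 active = mean replicate activation of at least 50% with a set share of replicates each reaching 50%; inconclusive = only one of those two conditions met; inactive = mean below 50% and too few replicates reaching it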;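 note: 0% = median of the neutral control wells and 100% = twice that signal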
GSK3 alpha inh = human GSK-3 alpha kinase inhibition; P49840; ADP-Glo luminescence, 60 min; inhibition, % at 10 µM; 320,000 tested, 0.1% active; AID 2650;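 in the data active = inhibition above about 50%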;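 note: GST-tagged GSK-3 alpha with peptide substrate and 25 µM ATP; 0% = DMSO neutral wells and 100% = GW8510 positive control wells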
Target sequence (P49840 whole entry, looked up): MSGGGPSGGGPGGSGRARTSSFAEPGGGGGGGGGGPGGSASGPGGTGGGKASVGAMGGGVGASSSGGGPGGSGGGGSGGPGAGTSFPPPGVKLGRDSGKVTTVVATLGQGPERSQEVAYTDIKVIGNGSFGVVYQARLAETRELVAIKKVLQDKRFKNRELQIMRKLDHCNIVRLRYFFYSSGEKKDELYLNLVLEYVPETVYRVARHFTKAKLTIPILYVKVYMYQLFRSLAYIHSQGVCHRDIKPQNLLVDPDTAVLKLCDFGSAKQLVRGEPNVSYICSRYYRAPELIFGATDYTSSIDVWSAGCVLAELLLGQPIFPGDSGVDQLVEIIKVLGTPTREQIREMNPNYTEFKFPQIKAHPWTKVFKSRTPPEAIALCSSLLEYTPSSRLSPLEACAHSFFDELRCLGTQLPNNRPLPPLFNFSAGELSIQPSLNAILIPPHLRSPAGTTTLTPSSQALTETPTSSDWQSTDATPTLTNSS
KLF5 inhibitor = kruppel-like factor 5 inhibition | AID 1700 | 290,000 tested, 0.23% active | DLD-1 KLF5 promoter-luciferase reporter, luminescence | inhibition, % at 5 µM;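 active = inhibition above a per-plate limit of that plate's mean compound inhibition plus 3 SD, cut at about 60% in these data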;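 note: 0% = DMSO wells and 100% = LY294002 at 200 µM; higher means less KLF5 promoter-driven luciferase light; inactives centre near -14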
IEC-6 tox = kills IEC-6 intestinal cells in KLF5 counter-screen; IEC-6 cytotoxicity, luminescence viability; inhibition, % at 5 µM; 290,000 tested, 0.78% active; in the data active = inhibition above about 22%;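 note: 0% = plate median of test compound wells and 100% = cytotoxic reference compound wells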
GSK3B inh = blocks human GSK3beta kinase activity; GST-GSK3beta kinase, ADP-Glo luminescence, 60 min; hits give low values; activity score (negative = inhibition), % at 10 µM; 300,000 tested, 0.038% active; P49841;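 active = more than half of replicate wells score below -50%, meaning over 50% inhibition versus plate controls; inconclusive = some replicates but at most half score below -50%; inactive = no replicate scores below -50%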;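 note: 0% = median DMSO wells and -100% = median GW8510 positive control wells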
Target sequence (P49841 whole entry, looked up): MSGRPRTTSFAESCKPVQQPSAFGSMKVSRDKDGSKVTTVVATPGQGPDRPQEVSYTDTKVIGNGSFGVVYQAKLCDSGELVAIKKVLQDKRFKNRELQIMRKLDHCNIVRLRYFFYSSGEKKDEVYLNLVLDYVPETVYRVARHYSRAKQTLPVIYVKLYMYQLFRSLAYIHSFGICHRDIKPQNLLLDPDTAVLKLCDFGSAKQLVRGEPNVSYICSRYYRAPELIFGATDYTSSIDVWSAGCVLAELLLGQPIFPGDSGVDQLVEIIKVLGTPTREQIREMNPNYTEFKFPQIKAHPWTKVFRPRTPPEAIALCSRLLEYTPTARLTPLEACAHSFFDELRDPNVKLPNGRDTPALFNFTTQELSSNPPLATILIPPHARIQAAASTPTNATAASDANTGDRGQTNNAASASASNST
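Test system: GST-tagged human GSK3beta kinase, cell-free; evaluation: activity score scaled between in-plate DMSO and GW8510 controls; measured by: ADP-Glo luminescence; incubation: 60 min reaction, RT; benchmarks: DMSO and 20 µM GW8510; reagent: peptide substrate plus 25 µM ATP (final); medium: Tris/MgCl2 kinase buffer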
Starred values were filed as active, the others as inactive; i = inactive; ? = inconclusive; . = no result given.

item	compound	aSyn UTR inh	AI-2 QS modul	HSP90 refold inh	HSF1 inhib	PolyA inhibitor	HSF-1 act	GSK3 alpha inh	KLF5 inhibitor	IEC-6 tox	GSK3B inh
1	O=C(CCc1nc2sc3c(c2c(=O)[nH]1)CCCC3)NCCOc1ccccc1	-6	28	.	3	i	-2	-2	.	.	3
2	COc1cccc(NC(=O)CN(C)C(=O)c2cc(-c3ccccc3)nc3ccccc23)c1	-1	35	.	-5	i	-7	-2	.	.	3
3	COc1ccc(NC(=O)c2ccc(N(C)S(C)(=O)=O)cc2)cc1OC	-45	7	0	4	i	-3	0	-10	4	-4
4	O=C(Cc1c[nH]c2ccccc12)N/N=C/c1ccccc1O	9	-42	5	1	i	-3	11	0	7	-5
5	CC(=O)NC(CCS(C)(=O)=O)C(=O)Nc1cccc(Cl)c1Cl (centres undefined)	-41	26	-6	-4	i	-19	-4	4	0	-1
6	Cc1c(S(=O)(=O)Nc2ccc3c(c2)OCCO3)cnn1C	-11	27	-2	5	i	-10	0	-5	-5	0
7	Cc1ccc(C(O)c2nccn2C)o1 (centres undefined)	19	15	4	1	i	6	-2	-2	10	-3
8	COc1ccccc1CNC(=O)Cn1cccc1	-30	4	-2	-1	i	-11	-2	-13	-9	2
9	CC(C)c1ccc(C(=O)NNC(=O)c2ccncc2)cc1	-11	18	-2	0	i	0	0	-1	5	-2
10	CN(C)CCCOC(=O)c1ccccc1	-14	15	0	-4	i	3	-1	-10	-6	-1
11	CCC(C)[C@H](NC(=O)OC(C)(C)C)C(=O)NCC1CCC(C(=O)N[C@@H](Cc2ccccc2)C(=O)O)CC1 (some centres undefined)	1	10	-2	2	i	9	5	-30	0	1
12	Cc1[nH]c2ccc(Cl)cc2c(=O)c1CN1CCCC1	-1	12	-2	-10	i	-14	0	-10	0	-3
13	Cc1ccc(N2C(=O)N(CC(=O)c3cc(C)ccc3C)C(=O)C2C)cc1 (centres undefined)	15	6	-2	1	i	39	-2	-36	-5	1
14	Cc1nc(SCC(=O)N2CCCCC2)c2c(C)c(C)sc2n1	3	25	-3	4	i	-6	-3	-2	3	3
15	CCn1ncc([N+](=O)[O-])c1C(=O)N1CCc2ccccc2C1	2	20	-2	0	i	1	0	-51	-1	-3

Remaining list, next part.
item	compound	aSyn UTR inh	AI-2 QS modul	HSP90 refold inh	HSF1 inhib	PolyA inhibitor	HSF-1 act	GSK3 alpha inh	KLF5 inhibitor	IEC-6 tox	GSK3B inh
16	CCCCCCOc1ccc(OCC(O)CN2C(=O)NC(C)(C)C2=O)cc1 (centres undefined)	-128	20	-4	6	i	16	0	-29	0	1
17	CCOC(=O)N1CCC(NC(=O)C2CCN(S(=O)(=O)c3cnc[nH]3)CC2)CC1	9	14	1	2	i	-7	-1	10	-1	3
18	Cc1cc(Cl)ccc1NC(=O)CCC(=O)N/N=C/c1cccnc1	-1	20	-6	0	i	27	0	-34	-6	2
19	COc1ccc(F)cc1S(=O)(=O)Nc1cccc(C(=O)O)c1	-5	26	6	-4	i	8	-5	-12	2	5
20	CCN1CCN(C(=O)c2ccccc2NS(=O)(=O)c2ccc(Cl)cc2)CC1	11	-1	-1	-6	i	14	-1	-10	-3	-1
21	Cc1ccc(S(=O)(=O)CCC(=O)OCC(=O)Nc2cc(F)ccc2C)cc1	2	-2	.	-6	i	-26	3	.	.	-6
22	Cc1[nH]c2ccccc2c1/C=N/NC(=O)c1cccc(S(=O)(=O)Nc2ccccc2Cl)c1	-17	27	0	-6	i	30	-4	-16	0	-3
23	CCC(=O)Nc1ccccc1Oc1ccccc1	-11	11	-1	6	i	15	-3	-5	-1	-1
24	CCn1nc(NC(=O)c2ccccn2)c2cc3cccc(C)c3nc21	10	14	6	2	i	23	1	18	5	2
25	CC(OC(=O)c1cc2c(s1)CCCCC2)C(=O)NC(N)=O (centres undefined)	-17	12	3	.	i	.	0	-9	7	0
26	Cc1ccc2cc3c(NC(=O)C(C)C)nn(C)c3nc2c1	6	14	-2	-5	i	1	1	4	1	-1
27	O=[N+]([O-])c1ccccc1/C=N\N1CCN(Cc2ccccc2Cl)CC1	-24	13	-3	4	i	6	-2	16	0	-5
28	c1ccc(Oc2ccc3ccccc3n2)cc1	-129	-4	0	20	i	29	-1	-34	-2	1
29	Cc1ccccc1NC(=O)COC(=O)c1cccnc1	-6	10	2	-5	i	-12	-1	-37	-1	1
30	CN=c1scc(C)n1/N=C/c1cc(Br)c(O)c(OC)c1	-7	5	-1	0	i	-6	.	-12	1	1

Profiles, quoted from the list. Order of screens: aSyn UTR inh	AI-2 QS modul	HSP90 refold inh	HSF1 inhib	PolyA inhibitor	HSF-1 act	GSK3 alpha inh	KLF5 inhibitor	IEC-6 tox	GSK3B inh
Cc1ccc2cc3c(NC(=O)C(C)C)nn(C)c3nc2c1 is entered as 6	14	-2	-5	i	1	1	4	1	-1
COc1cccc(NC(=O)CN(C)C(=O)c2cc(-c3ccccc3)nc3ccccc23)c1 is entered as -1	35	.	-5	i	-7	-2	.	.	3
CN=c1scc(C)n1/N=C/c1cc(Br)c(O)c(OC)c1 is entered as -7	5	-1	0	i	-6	.	-12	1	1
Cc1ccccc1NC(=O)COC(=O)c1cccnc1 is entered as -6	10	2	-5	i	-12	-1	-37	-1	1
CCC(C)[C@H](NC(=O)OC(C)(C)C)C(=O)NCC1CCC(C(=O)N[C@@H](Cc2ccccc2)C(=O)O)CC1 (some centres undefined) is entered as 1	10	-2	2	i	9	5	-30	0	1

Other entries follow:
item	compound	aSyn UTR inh	AI-2 QS modul	HSP90 refold inh	HSF1 inhib	PolyA inhibitor	HSF-1 act	GSK3 alpha inh	KLF5 inhibitor	IEC-6 tox	GSK3B inh
31	Cc1cc(NC(=O)c2cc(-c3ccc(C)s3)nc3ccccc23)no1	-26	15	0	-4	i	-1	1	-45	-6	1
32	c1coc(CN2CCN(C(c3cccs3)c3nnnn3C3CCCC3)CC2)c1 (centres undefined)	2	4	1	-8	i	8	-3	-25	-2	-2
33	O=C(COC(=O)/C=C/c1ccco1)Nc1ccccc1	4	14	4	4	i	-7	-1	-2	1	3
34	COc1ccc(S(=O)(=O)N(C)CC(=O)NC2CCCCC2)cc1Cl	-22	17	-2	1	i	-1	-2	-15	1	0
35	O=C(CSc1nnc(NC(=O)c2ccco2)s1)NCc1ccc2c(c1)OCO2	1	8	8	-6	i	-4	-6	7	-7	3
36	COC(=O)C(Cc1ccccc1)NC(=O)CNS(=O)(=O)c1ccc(Br)cc1 (centres undefined)	-27	0	0	7	i	-5	-1	-27	1	3
37	CC(NC(=O)C1CCN(C(=O)Nc2ccccc2)CC1)c1ccccc1 (centres undefined)	1	11	.	-1	i	2	.	.	.	1
38	Clc1cc2c(cc1/C=N/Nc1nc(N3CCOCC3)nc(N3CCOCC3)n1)OCO2	7	2	4	-1	i	-1	0	-13	-1	0
39	O=C(CCOc1ccccc1)Nc1ccnn1C1CCN(Cc2ccc(CO)o2)CC1	2	24	0	-10	i	4	1	-7	-5	-1
40	Cn1c2ccccc2c2nnc(SCCN3CCOCC3)nc21	-30	17	-4	7	i	11	.	-29	0	0
41	Cc1ccc(C(=O)Nc2cccnc2Cl)cc1Cl	-156	-5	-7	20	i	59*	0	-35	-3	0
42	Cc1cccc(NC(=O)c2cccc(C(F)(F)F)c2)c1	-72	7	-1	13	i	32	.	-76	-3	0
43	Cc1ccc2c(CN3CCOCC3)cc(=O)oc2c1C	-3	-5	2	-5	i	8	1	-18	11	-5
44	O=C(NCCCc1ccccc1)C(=O)c1c[nH]c2ccccc12	-28	?	1	-2	i	4	-2	-41	5	3
45	COCc1cc(=O)[nH]c(Nc2nc(C)c3cc(OC)ccc3n2)n1	-4	21	-1	-3	i	-5	4	-2	2	5

An excerpt of these results, with two lines to a compound.
Order of values – aSyn UTR inh, AI-2 QS modul, HSP90 refold inh, HSF1 inhib, PolyA inhibitor, HSF-1 act, GSK3 alpha inh, KLF5 inhibitor, IEC-6 tox, GSK3B inh
[34] COc1ccc(S(=O)(=O)N(C)CC(=O)NC2CCCCC2)cc1Cl
  -22, 17, -2, 1, i, -1, -2, -15, 1, 0
[36] COC(=O)C(Cc1ccccc1)NC(=O)CNS(=O)(=O)c1ccc(Br)cc1 (centres undefined)
  -27, 0, 0, 7, i, -5, -1, -27, 1, 3
[43] Cc1ccc2c(CN3CCOCC3)cc(=O)oc2c1C
  -3, -5, 2, -5, i, 8, 1, -18, 11, -5
[41] Cc1ccc(C(=O)Nc2cccnc2Cl)cc1Cl
  -156, -5, -7, 20, i, 59*, 0, -35, -3, 0
[35] O=C(CSc1nnc(NC(=O)c2ccco2)s1)NCc1ccc2c(c1)OCO2
  1, 8, 8, -6, i, -4, -6, 7, -7, 3

(continued)
item	compound	aSyn UTR inh	AI-2 QS modul	HSP90 refold inh	HSF1 inhib	PolyA inhibitor	HSF-1 act	GSK3 alpha inh	KLF5 inhibitor	IEC-6 tox	GSK3B inh
46	CC(=O)Nc1ccc(S(=O)(=O)Nc2cccc(-c3cn4cccnc4n3)c2)cc1	6	29	1	6	i	33	-5	-13	0	-1
47	COc1ccc(N2CCN(Cc3cc(=O)oc4cc(C)c(Cl)cc34)CC2)cc1	-42	-8	10	4	i	19	0	5	0	11
48	Cn1c(C2CC(=O)N(Cc3ccccc3)C2)nc2ccccc21 (centres undefined)	6	-3	-2	1	i	18	-7	-20	3	1
49	COc1cc([N+](=O)[O-])ccc1NC(=O)NNC(=O)CCc1ccccc1	-9	3	-2	2	i	18	-1	-9	-2	0
50	Cc1ccc(SCc2[nH]nc3c2C2(C(=O)N(C)c4ccccc42)C(C#N)=C(N)O3)cc1 (centres undefined)	6	7	2	-1	i	-13	-2	-21	5	1
51	Cc1ccc(NC(=O)c2cc3c(s2)CCC3)cc1S(=O)(=O)N1CCOCC1	-45	33	-3	5	i	28	1	-25	6	5
52	O=C(Nc1ccccc1C(=O)NC(Cc1c[nH]c2ccccc12)C(=O)O)c1ccccc1 (centres undefined)	9	19	-4	-1	i	-8	1	-8	7	5
53	CCOC(=O)Cc1csc(NC(=O)CCCc2ccccc2)n1	0	-6	2	19	i	30	-1	-20	0	-2
54	CC1Cc2ccccc2N1C(=O)Cn1cc([N+](=O)[O-])cn1 (centres undefined)	17	19	1	-1	i	-7	1	-17	0	-4
55	O=C(c1cccs1)N1CCN(c2ccc(F)cc2)CC1	-25	-2	0	6	i	8	-4	-31	-6	4

These rows are one share of the data, so the mix of outcomes need not match the whole.
